MCL1-BIM inh: MCL1-BIM-BH3 interaction inhibition (human); inhibition, % at 10.9 µM; AID 2057; 320,000 compounds, 0.68% hits; Q07820; GST-MCL1 / FITC-Bim-BH3 fluorescence polarization;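 active = inhibition above the mean inhibition of all tested compounds plus 3 SD, set per campaign, cut at about 40% in these data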;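 also: 0% = DMSO wells and 100% = unlabeled Bim-BH3 peptide control; higher means more loss of mP so more displacement of Bim peptide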
PME-1 primary: PME-1 (human) inhibition | Q9Y570 | recombinant PME-1, FP-Rh probe fluorescence polarization | inhibition, % at 5.9 µM | 320,000 compounds, 0.53% hits | AID 2130;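 active = inhibition above the campaign mean of all compounds plus 3 SD, cut at about 26% in these data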;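 also: competitive labeling of PME-1 active site by serine hydrolase directed probe; 0% = PME-1 with DMSO and 100% = wells lacking PME-1 enzyme; inhibitors block probe labeling so polarization falls and inhibition rises; many of its hits are not listed in these tables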
Fam108B inh: Fam108B inhibition, counter-screen for RBBP9 inhibitors. recombinant Fam108B, FP-Rh probe fluorescence polarization. inhibition, % at 9.51 µM. 300,000 compounds, 0.33% hits. AID 1947;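 active = inhibition above the screen mean inhibition plus 3 SD, computed separately per campaign, cut at about 18% in these data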;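 also: inhibitors lower polarization as less probe binds the enzyme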
GSTO1 counter: GSTO1 inhibition, counter-screen for RBBP9 inhibitors | P78417 | recombinant GSTO1, activity-based probe fluorescence polarization | inhibition, % at 5.96 µM | 300,000 compounds, 1.1% hits;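 active = inhibition above the campaign mean inhibition plus 3 SD, cut at about 35% in these data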;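 also: 0% = GSTO1-1 with DMSO and 100% = wells lacking GSTO1-1 enzyme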
PAD4 FP inh: PAD4 (human) enzyme inhibition; 330,000 compounds, 0.41% hits; inhibition, % at 6.36 µM; recombinant PAD4, RCA probe fluorescence polarization; AID 485272;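 active = percent inhibition above a cutoff equal to the mean of all tested compounds plus 3 SD, cut at about 15% in these data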;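 also: 0% = PAD4 with RCA probe and DMSO and 100% = probe without PAD4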
GLD-1 TGE inh: GLD-1-TGE RNA interaction inhibition (C. elegans) | AID 2280 | 320,000 compounds, 0.44% hits | inhibition, % at 5.96 µM | Q17339 | purified GLD-1 + fluorescein TGE RNA, fluorescence polarization;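 active = percent inhibition above a per-plate cutoff, the plate mean of test compounds plus 3 SD, cut at about 30% in these data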;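 also: 0% = DMSO wells with GLD-1 and probe and 100% = wells lacking GLD-1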
Target sequence (Q17339 whole entry, looked up): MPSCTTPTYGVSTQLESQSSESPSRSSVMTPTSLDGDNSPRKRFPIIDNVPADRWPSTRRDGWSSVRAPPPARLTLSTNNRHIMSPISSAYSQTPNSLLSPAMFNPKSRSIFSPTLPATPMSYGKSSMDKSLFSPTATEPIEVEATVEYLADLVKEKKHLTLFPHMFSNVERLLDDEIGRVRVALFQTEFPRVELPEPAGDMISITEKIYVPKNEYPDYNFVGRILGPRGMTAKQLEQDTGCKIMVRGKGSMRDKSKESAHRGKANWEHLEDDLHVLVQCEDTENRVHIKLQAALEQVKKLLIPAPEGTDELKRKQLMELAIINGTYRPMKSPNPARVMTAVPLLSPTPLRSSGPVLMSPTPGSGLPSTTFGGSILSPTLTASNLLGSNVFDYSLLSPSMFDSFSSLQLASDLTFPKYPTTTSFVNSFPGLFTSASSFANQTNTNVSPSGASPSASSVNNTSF
Bcl-xL primary: blocks human Bcl-xL binding to Bim BH3 peptide | Q07817 | GST-Bcl-xL / FITC-Bim BH3 peptide fluorescence polarization | inhibition, % at 10.9 µM | 320,000 compounds, 0.7% hits;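 active = inhibition above the mean of all tested compounds plus 3 SD, cutoff set per campaign, cut at about 30% in these data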;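 also: 0% = DMSO wells and 100% = unlabeled Bim-BH3 peptide competitor; inhibitors lower millipolarization by displacing the labeled peptide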
MEX-5 binding: C. elegans MEX-5 TCR-2 RNA binding activity | Q9XUB2 | MEX-5/FITC-TCR2 RNA binding, fluorescence polarization; active compounds read low | activity score (negative = inhibition of binding), % at 10 µM | 300,000 compounds, 0.38% hits;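 active = inhibition past about -25% in most replicates, and total fluorescence under double the plate's negative control median, limit read from the data; inconclusive = replicates evenly split on the limit, or fluorescence at least double controls; inactive = too little inhibition in most replicates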;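 also: 0% = DMSO and -100% = 5 µM competing unlabeled TCR2 RNA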
Target sequence (Q9XUB2 whole entry, looked up): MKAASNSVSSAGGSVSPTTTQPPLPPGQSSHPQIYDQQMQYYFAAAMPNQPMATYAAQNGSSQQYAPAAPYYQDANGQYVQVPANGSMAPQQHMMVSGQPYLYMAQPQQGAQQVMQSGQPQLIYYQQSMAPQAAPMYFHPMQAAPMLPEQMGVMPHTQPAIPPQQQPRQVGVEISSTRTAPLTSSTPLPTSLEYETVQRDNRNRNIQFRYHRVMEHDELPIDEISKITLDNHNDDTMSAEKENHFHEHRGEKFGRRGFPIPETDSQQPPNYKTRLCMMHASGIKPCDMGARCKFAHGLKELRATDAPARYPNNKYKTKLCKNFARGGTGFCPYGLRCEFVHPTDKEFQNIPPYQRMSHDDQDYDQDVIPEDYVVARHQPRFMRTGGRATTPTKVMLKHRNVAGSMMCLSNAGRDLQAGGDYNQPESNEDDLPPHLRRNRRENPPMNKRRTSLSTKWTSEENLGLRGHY
TPT1 inh: inhibitors of Candida albicans tRNA 2'-phosphotransferase TPT1 | recombinant caTPT1, FP RNA substrate dephosphorylation | inhibition, % at 5 µM | 300,000 compounds, 0.81% hits;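 active = inhibition above the mean of all tested compounds plus 3 SD, set per screening campaign, cut at about 24% in these data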;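 also: plate controls were DMSO alone for no effect and ferristatin control at 100 nM for full effect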
* hit, by the source's call; u = inconclusive; x = not tested or not shown; + = active, no number. This is a subset (hit frequency here may not be typical).

SMILES	GSTO1 counter	MEX-5 binding	Fam108B inh	PME-1 primary	MCL1-BIM inh	GLD-1 TGE inh	Bcl-xL primary	TPT1 inh	PAD4 FP inh
O=C(CBr)c1ccc([N+](=O)[O-])c(CS(=O)(=O)c2ccc(Cl)cc2)c1	14	0.7	-2	0	6	8	9	-2	-13
Cc1nc(-c2ccccc2)sc1C1(C)CC(c2ccc(OC(F)(F)F)cc2)=NO1 (configuration not stated)	6	x	-2	-4	3	0	2	2	-10
O=C1CCN(CCc2ccccc2)CCN1[C@H](CSc1ccccc1)c1ccccc1	1	-0.5	3	7	3	0	0	0	-4
CCCCc1nnc(NC(=O)c2ccc(N3CCCC3=O)cc2)s1	-9	1.9	2	2	4	3	3	1	-1
Cc1noc(C)c1S(=O)(=O)Nc1ccc(C(=O)NC2CCCCC2)cc1	0	1.8	-1	3	0	2	3	-5	4
COC(=O)c1ccc(CN2CCCC(C(=O)c3ccccc3OC)C2)cc1 (configuration not stated)	0	-2.7	5	0	0	2	4	-4	-2
CCOCc1nnc(NC(=O)c2ccc(OC)cc2)s1	14	-1.7	6	-6	6	1	5	-5	4
Cn1c(NC(=O)/C=C\c2ccccc2)cc(=O)n(C)c1=O	3	-0.7	0	-7	2	3	6	-1	1
CN(C(=O)CSc1nnc(-c2ccco2)o1)C1CCCCC1	-3	-0.7	-5	0	5	6	-2	-4	3
CC(C(=O)O/N=C(\N)c1ccccn1)c1ccc([N+](=O)[O-])cc1 (configuration not stated)	7	-0.5	5	2	0	4	3	-4	-1
Cc1cc(C)c(N(CC(=O)NCc2ccccc2)C(=O)c2csnn2)c(C)c1	-12	-1.2	4	1	11	-8	6	-2	-1
CC(=O)c1ccc(OCc2ccc(Oc3c(Cl)cccc3[N+](=O)[O-])cc2)cc1	0	-0.9	1	-2	-8	3	4	4	4
O=C(CSc1nnc(-c2ccccc2)o1)c1ccc2c(c1)OCCO2	16	1.7	10	4	2	-2	7	-6	-3
O=C(NCC1COc2ccccc2O1)c1cccc(S(=O)(=O)NCc2ccccc2)c1 (configuration not stated)	7	-5.3	1	1	4	7	4	-1	-1
c1ccc2c(c1)Sc1ccccc1-n1cnnc1-2	2	1.5	4	-2	0	-1	3	-3	1
O=c1cnnc(N/N=C/c2ccccn2)[nH]1	4	-3.1	5	-4	2	0	2	1	-7
Cc1ccc(C(=O)COC(=O)CN2C(=O)C3C4C=CC(C4)C3C2=O)cc1[N+](=O)[O-] (configuration not stated)	4	0.0	1	-6	1	1	4	-4	4
NC(=O)C1CCN(C(=O)COc2ccc(Nc3ccccc3)cc2)CC1	15	2.4	3	-3	2	1	0	1	-1
O=C(c1ccco1)N1c2ccccc2Sc2ccccc21	-1	-1.0	0	0	3	2	3	-4	0
Cc1ccsc1/C=N/n1c(C2CCCCC2)n[nH]c1=S	-2	0.3	-1	0	-17	7	-20	1	-5
COc1ccc(S(=O)(=O)N(C)CC(=O)Nc2ccccc2SC)cc1	4	0.3	4	5	-7	-1	2	-22	4
O=C(CN1CCN(c2ccc([N+](=O)[O-])cc2)CC1)c1ccccc1	3	-0.7	4	12	1	3	6	0	-4
C(#Cc1ccc2c(c1)COc1c3ccccc3nn1-2)c1ccccc1	-1	u	-2	-7	-10	-6	-13	15	-3
N#Cc1c(SCC(N)=O)nsc1SCc1ccccc1Cl	-10	-1.9	2	-2	-4	3	1	-4	-1
Cc1ccc(S(=O)(=O)N2CCC(C(=O)OC(C)C(=O)NC3CCCCC3C)CC2)cc1C (configuration not stated)	x	x	x	6	-1	3	1	x	-8

Additional structures follow:
SMILES	GSTO1 counter	MEX-5 binding	Fam108B inh	PME-1 primary	MCL1-BIM inh	GLD-1 TGE inh	Bcl-xL primary	TPT1 inh	PAD4 FP inh
C=CCn1c(SCC(=O)N2CCOCC2)nc2sc3c(c2c1=O)CCCC3	10	2.6	0	-4	2	3	2	-1	8
CC(=O)C1C(c2ccccc2Cl)NC(=O)NC1(O)C(F)(F)F (configuration not stated)	6	1.1	4	4	-4	3	0	-2	-1
Cc1ccc(C(=O)N/C(=C/c2ccccc2)C(=O)NC(Cc2ccccc2)C(=O)O)cc1 (configuration not stated)	-4	-2.0	2	-1	7	6	1	1	-8
COc1ccccc1CNC(=O)c1ccc2c(=O)n3c(nc2c1)CCCCC3	5	1.4	-1	-3	5	-3	2	-4	-1
COc1cccc2cc(C(=O)C3=C(O)C(=O)N(CCN(C)C)C3c3ccc(F)cc3)oc12 (configuration not stated)	2	1.8	1	1	3	7	6	0	-1
Cc1c(Cl)cccc1-n1c(SCC(=O)NCc2ccccc2Cl)nnc1-c1ccncc1	2	-0.3	2	9	-8	-3	-17	3	-4
O=c1[nH]c2ccc(S(=O)(=O)N3CCN(c4ccccc4)CC3)cc2[nH]c1=O	14	-2.0	-2	7	5	7	7	2	2
CC(C)(CO)NC(=O)CCCOc1ccc(Cl)cc1Cl	6	x	0	-4	-3	2	-1	-3	1
CCCC(=O)NC(Nc1c(C)n(C)n(-c2ccccc2)c1=O)C(Cl)(Cl)Cl (configuration not stated)	-3	0.6	3	10	-8	2	2	3	0
COc1c(C(=O)Nc2ccccc2N2CCOCC2)cc2ccccc2c1Br	-3	0.2	-9	-2	5	3	2	-3	-6
CN(C(=O)c1ccc(Oc2ccc([N+](=O)[O-])cc2)cc1)C1CCCCC1	0	-0.1	0	0	0	0	1	0	2
O=C(OCc1cn(-c2ccc(Cl)c(Cl)c2)nn1)c1ccccc1	-9	0.5	1	-5	-4	0	3	0	-2
O=c1[nH]c(=O)n(C2OC(CO)C(O)C2O)cc1Br (configuration not stated)	5	3.4	5	-3	7	10	3	-4	2
COc1cccc2c1C(=O)c1c(O)c3c(c(O)c1C2=O)C[C@@](O)(C(=O)CO)C[C@@H]3O[C@H]1C[C@H](N)[C@@H](O)[C@H](C)O1	44*	u	36*	46*	+	+	+	-169	56*
CCOc1cccc(N2C(=O)CC(NNC(=O)c3ccc(Br)o3)C2=O)c1 (configuration not stated)	8	-0.4	11	-4	0	1	5	0	-3
O=C(COC(=O)COc1ccccc1[N+](=O)[O-])Nc1ccc(S(=O)(=O)N2CCCCC2)cc1	2	1.5	5	7	3	-1	4	-3	-5
Cc1cc(=O)oc2cc(OC(=O)c3ccccc3)ccc12	4	1.5	5	6	-1	5	2	-2	-2
O=C1O[C@@H]([C@H](O)CO)C(O)=C1O	2	-3.3	-2	-3	0	1	-2	2	-4
O=C1/C(=C/c2cccnc2)SC(=S)N1C1CCS(=O)(=O)C1 (configuration not stated)	-1	0.0	3	-4	11	10	9	2	-38
CCC(=O)Nc1ccc(-c2nnc(SCC(=O)NCC3CCCO3)n2C)cc1 (configuration not stated)	4	4.2	-2	1	-42	-7	-15	-1	-4
COc1ccccc1NC(=O)CSc1nnc(CNC(=O)c2ccccc2F)o1	-3	x	7	0	7	4	4	-5	1
CC1(C)O[C@@H]2C[C@H]3[C@@H]4C[C@H](F)C5=CC(=O)C=C[C@]5(C)[C@H]4[C@@H](O)C[C@]3(C)[C@]2(C(=O)CO)O1	1	x	2	-1	1	4	2	3	-4
O=c1c2cccnc2nc2n1CCCCC2	1	-0.3	3	0	9	16	9	-2	-4
Cc1ccc2oc(=O)n(CC(=O)OC(C)C)c2c1	3	3.3	-5	2	5	7	4	-8	-4
Cc1ccc(C(=O)COC(=O)c2ccccc2NC(=O)c2ccccc2)cc1[N+](=O)[O-]	9	-1.3	-7	-2	2	-2	9	-2	-7

Other compounds.
SMILES	GSTO1 counter	MEX-5 binding	Fam108B inh	PME-1 primary	MCL1-BIM inh	GLD-1 TGE inh	Bcl-xL primary	TPT1 inh	PAD4 FP inh
CC(C)Nc1nc(NC(C)C)nc(N(C)C#N)n1	6	-0.2	-1	-2	2	-2	2	1	-2
COc1cccc(CC(=O)OCC(=O)c2cc(OC)ccc2OC)c1	x	x	x	-3	5	5	2	x	4
Cc1cc(C)c(C#N)c(SCC(=O)C2CC2)n1	-5	2.3	0	1	4	2	8	-2	4
O=C(CN1CCN(c2ccccc2O)CC1)NNC(=O)c1ccc(Cl)cc1	3	-1.9	7	3	12	1	-2	-3	-1
Clc1ccccc1COc1ccccc1-c1nnco1	-3	0.0	0	-4	8	7	4	-3	7
CSc1ccc(NC(=O)N2CCN(c3nc4ccccc4s3)CC2)cc1	2	-2.2	2	6	2	9	3	3	3
O=C(NCC(O)CN1CCOCC1)c1ccc([N+](=O)[O-])cc1 (configuration not stated)	3	0.8	-4	-6	3	7	5	0	-11
CCOC(=O)CN1CC23C=CC(O2)C(C(=O)Nc2ccc4c(c2)OCO4)C3C1=O (configuration not stated)	0	-2.8	5	4	0	2	1	-1	-3
COc1cccc(N2CC(O)Cn3c2nc2c3c(=O)n(CCCc3ccccc3)c(=O)n2C)c1 (configuration not stated)	2	-1.1	0	3	-6	-1	-11	0	-5
CCOC(=O)Cc1ccc(NCc2ccc(Cl)cc2)cc1	-2	-4.9	-2	0	-2	7	5	1	-1
CCCCOc1ccc(C(=O)N/C(=C\c2ccc([N+](=O)[O-])cc2)C(=O)OCc2ccco2)cc1	12	-0.4	-4	1	-6	1	0	-1	-1
Cc1ccc2oc(C(=O)N3CCCCCC3)c(C)c2c1	0	-0.8	0	-6	11	-2	2	1	-5
N#CCCNC(=O)CCN1CCCCC1	9	-3.2	2	1	9	7	11	-2	1
COc1ccccc1NC(=O)CN(c1ccc(C)cc1)S(=O)(=O)c1c(C)n[nH]c1C	5	-3.7	-2	6	-3	-5	-3	-6	-7
Cc1ccc(NC(=O)c2cc(S(=O)(=O)N3CCc4ccccc43)cn2C)cc1C	3	0.9	-21	-27	0	-3	-7	2	-6
O=C(N1CCOCC1)C(F)(F)C(=O)N1CCOCC1	7	2.7	0	-2	4	-2	6	-6	4
Cc1cc(N2CCC(C(N)=O)CC2)nc(-c2ccccc2)n1	2	-2.1	10	4	8	3	-1	-9	2
CCOc1ccc(CCNC(=O)Cc2ccc(S(=O)(=O)N3CCOCC3)s2)cc1OCC	-7	0.7	0	-1	-7	-9	-5	3	2
Cc1onc(-c2ccccc2Cl)c1C(=O)N(C)C1CCCCC1	3	-1.0	-1	0	5	5	6	0	-5
Cc1ccccc1-c1nnc(SCCC(=O)N2CCOCC2)o1	1	0.2	-3	5	-4	5	-11	-1	1
O=C(CSc1nnc(-c2cccnc2)n1-c1ccccc1)Nc1ccccc1	-4	-0.7	9	5	-3	-4	-4	-2	3
COc1ccc(NC(=O)CN(C)C(=O)c2ccc(NS(=O)(=O)c3cccc([N+](=O)[O-])c3)cc2)cc1	1	-1.6	0	3	2	0	-1	0	4
COc1ccc(NC(=O)CN(C)C(=O)c2cccc(S(=O)(=O)N3CCN(c4ccccc4)CC3)c2)cc1	1	-1.2	2	2	2	2	-2	1	1
CCc1cccc(NS(=O)(=O)c2ccc3c(c2)CCC(=O)N3)c1	2	2.3	2	-2	-8	7	1	4	16*
CCOc1ccc(NC(=O)CSc2nc(N)c(-c3ccccc3)c(=O)[nH]2)cc1	-7	-0.6	-1	0	1	10	4	-1	-2

Source: PubChem BioAssay (several laboratories)
